# MrgX1 ag – human MrgX1 receptor agonism, primary screen | 310,000 compounds, 0.44% hits | Q96LB2 | B-score at 10 µM | AID 588627 | MrgX1-HEK293 cells, Fluo-4 calcium fluorescence, agonist mode; active compounds read high;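 active means calcium response B-score plate-corrected fluorescence ratio at least 3 library SD, with starting fluorescence B-score inside 5 SD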
#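 System – MrgX1-expressing HEK293 cells · Incubation – cells plated overnight, dye loaded 0.5 h 37 °C, 0.5 h room temperature · Technique – kinetic Fluo-4 NW fluorescence of intracellular calcium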
# TRPC6 act – activators of mouse TRPC6 channel. Q61143. HEK293-TRPC6 membrane potential dye fluorescence; active compounds read high. B-score at 10 µM. 310,000 compounds, 0.13% hits;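 active means B-score of the integrated fluorescence ratio above library mean plus 3 SD, and starting fluorescence ratio within library mean plus 5 SD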;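 further: higher score means more depolarization so channel activation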
# MrgX1 antagonist – blocks BAM8-22 activation of human MrgX1 receptor. MRGX1-HEK293 calcium flux, Fluo-4, BAM8-22 antagonism; active compounds read low. 310,000 compounds, 1.3% hits. Q96LB2. B-score at 10 µM;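 active means calcium-response B-score plate-corrected more than 3 library SD below zero, starting fluorescence within 5 deviations, no agonist response on first addition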;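 further: peak minus trough fluorescence over baseline after final BAM8-22 challenge near maximal dose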
# TRPC4 potent – TRPC4 (mouse) allosteric potentiation | Q9QUQ5 | HEK293 TRPC4beta/mu-opioid, DAMGO EC20, Fluo-4 Ca2+ flux; active compounds read high | B-score at 10 µM | 310,000 compounds, 0.42% hits;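 active means B-score of calcium response area above 5 SD of library B-scores, with initial fluorescence ratio within 5 SD of library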;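 further: B-score of integrated fluorescence ratio over time as area under calcium response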
# RGS4 inh – human RGS4 inhibition; P49798; B-score at 10 µM; HEK293 M3R/RGS4 inducible, Fluo-4 calcium flux; active compounds read high; triggered by carbachol at its EC20; AID 463165; 310,000 compounds, 0.45% hits;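 active means B-score, a plate-corrected calcium signal, over three deviations above library mean, with baseline fluorescence within five deviations of library mean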;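 further: RGS4 expression induced by doxycycline in cells with stable M3 receptor; B-score is computed from the integrated fluorescence ratio over baseline after carbachol; higher B-score means a larger calcium signal and so more RGS4 inhibition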
# TRPC4 inh – TRPC4 (mouse) channel inhibition. B-score at 10 µM. HEK293 TRPC4beta/mu-opioid, DAMGO-evoked Fluo4 calcium flux; active compounds read low. 300,000 compounds, 0.39% hits. Q9QUQ5. AID 2247;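 active means B-score over 3 SD under the library average, no early fluorescence shift, positive overall ratio signal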
#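 Test system – stable TRPC4beta/mu-opioid receptor HEK293 cells · Probe or stimulus – DAMGO, a submaximal dose followed by a maximal one · Dosing – one concentration per compound · Signal – Fluo4 calcium fluorescence by kinetic imaging, 5 s 1 Hz baseline · Evaluation – per-well B score of integrated baseline-normalized Fluo4 ratio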
# TMEM16A inh – mouse TMEM16A channel inhibition, primary screen; HEK293 TMEM16A/YFP iodide influx fluorescence, ionomycin; Q8BHY3; 310,000 compounds, 1.2% hits; AID 588511; normalized B-score (activity score, 25-100; higher = stronger inhibition) at 10 µM;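 active means ratio plate-corrected score three or more library SD toward inhibition, starting fluorescence score within five deviations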;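 further: score derived from kinetic fluorescence span divided by baseline fluorescence per well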
# Target sequence (Q8BHY3 whole entry, looked up): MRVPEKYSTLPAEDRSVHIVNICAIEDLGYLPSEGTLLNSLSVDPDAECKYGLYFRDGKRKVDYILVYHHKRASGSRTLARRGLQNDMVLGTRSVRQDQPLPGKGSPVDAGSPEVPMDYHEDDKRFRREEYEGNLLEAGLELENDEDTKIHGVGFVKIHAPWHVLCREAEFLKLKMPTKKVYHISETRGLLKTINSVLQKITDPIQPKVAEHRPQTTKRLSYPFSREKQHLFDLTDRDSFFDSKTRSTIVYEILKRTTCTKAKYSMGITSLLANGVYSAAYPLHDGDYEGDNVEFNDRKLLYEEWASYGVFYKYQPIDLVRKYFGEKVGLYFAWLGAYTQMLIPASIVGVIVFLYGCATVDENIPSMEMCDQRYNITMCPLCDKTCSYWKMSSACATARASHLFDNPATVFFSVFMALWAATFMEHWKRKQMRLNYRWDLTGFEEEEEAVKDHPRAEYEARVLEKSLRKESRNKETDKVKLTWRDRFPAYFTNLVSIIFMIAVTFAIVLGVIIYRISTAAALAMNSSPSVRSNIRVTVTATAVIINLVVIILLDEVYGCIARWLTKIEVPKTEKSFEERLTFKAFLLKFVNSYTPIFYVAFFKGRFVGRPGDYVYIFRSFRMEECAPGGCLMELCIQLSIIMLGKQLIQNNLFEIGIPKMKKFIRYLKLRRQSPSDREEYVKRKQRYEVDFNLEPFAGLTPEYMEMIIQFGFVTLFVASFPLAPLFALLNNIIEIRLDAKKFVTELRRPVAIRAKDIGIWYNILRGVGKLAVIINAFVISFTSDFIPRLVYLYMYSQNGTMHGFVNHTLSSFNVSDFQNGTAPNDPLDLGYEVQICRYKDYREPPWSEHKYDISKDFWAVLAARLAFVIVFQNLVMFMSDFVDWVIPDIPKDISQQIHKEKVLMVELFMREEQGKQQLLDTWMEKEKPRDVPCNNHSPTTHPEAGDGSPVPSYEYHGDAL
# TRPC6 inhibitor – mouse TRPC6 channel inhibition; Q61143; HEK293-TRPC6, membrane potential dye, ACh-evoked depolarization; active compounds read low; B-score at 10 µM; 310,000 compounds, 1.1% hits;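 active means B-score under library mean minus 3 SD, initial fluorescence not abnormally high, positive integrated signal ratio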;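 further: B-score derived from integrated fluorescence ratio over the kinetic read; more negative B-score means stronger inhibition of depolarization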
# TRPC4 act – TRPC4 (mouse) channel activation. Q9QUQ5. HEK293 TRPC4beta/mu-opioid, Fluo4 calcium fluorescence; active compounds read high. B-score at 10 µM. 310,000 compounds, 0.49% hits;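 active means B-score above 5 SD of library B-scores, and initial fluorescence ratio not above library mean plus 5 SD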;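 further: positive B-score marks a calcium rise read as TRPC4 activation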
#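 Assay system: HEK293 cells stably co-expressing mouse TRPC4beta and mu-opioid receptor / Timing: Fluo4 dye loading 45 min at room temperature, 110 s recording / Signal: Fluo4 calcium-sensitive dye fluorescence, kinetic, 1 Hz baseline / Read-out: integrated baseline-normalised fluorescence ratio, converted to per-well B score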
# MrgX1 allo act – human MrgX1 positive allosteric modulation, primary screen; MrgX1-HEK293, Fluo-4 calcium flux, FDSS; active compounds read high; Q96LB2; AID 588675; B-score at 10 µM; 310,000 compounds, 0.63% hits;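 active means plate-corrected calcium response at least 3 library SD above typical, normal starting fluorescence, not activating the receptor alone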;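 further: compound read alongside a low EC10 to EC30 dose of BAM8-22 agonist; peak minus trough fluorescence over baseline measured at the second addition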
# ANO1 activ – mouse TMEM16A channel activation, primary screen; Q8BHY3; HEK293 TMEM16A/YFP-H148Q/I152L, iodide quench fluorescence; active compounds read low; B-score at 10 µM; 340,000 compounds, 0.3% hits;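 active means fluorescence-ratio B-score plate-corrected deviation score at least 3 library SD below zero, with starting fluorescence score within 5 deviations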;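 further: channel opened by trigger with iodide after compound preincubation; score built on the fluorescence ratio of max minus min over baseline; more negative score means more quench and so TMEM16A activation or potentiation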
# Starred values were filed as active, the others as inactive; i = inactive; . = not tested or not shown.
canonical_smiles	MrgX1 ag	TRPC6 act	MrgX1 antagonist	TRPC4 potent	RGS4 inh	TRPC4 inh	TMEM16A inh	TRPC6 inhibitor	TRPC4 act	MrgX1 allo act	ANO1 activ
Cc1cccc(N(C)S(=O)(=O)c2cccc3nsnc23)c1	i	i	-5*	i	i	i	i	i	i	i	i
Cc1ccc(C(=O)OCc2nnc(-c3ccc(Br)cc3)o2)cc1	i	i	i	i	i	i	i	i	i	i	i
COc1cc(NS(=O)(=O)c2ccc(NC(=O)/C=C/c3ccc([N+](=O)[O-])cc3)cc2)ncn1	i	i	i	i	i	i	i	i	i	i	i
COc1ccc([N+](=O)[O-])cc1NC(=O)c1cn(-c2ccc(Cl)cc2)c(=O)c2ccccc12	i	i	i	i	i	i	i	i	i	i	i
Cc1ccc(NC(=O)CCn2cnc3cc(C)c(C)cc32)cc1	i	i	i	i	i	i	i	i	i	i	i
O=C(Nc1ccccc1)N1CCN(S(=O)(=O)c2ccccc2)CC1	i	i	i	i	i	i	i	i	i	i	i
COc1ccc2c(CC(=O)NCC3CCC(C(=O)O)CC3)cc(=O)oc2c1 (stereo not given)	i	i	i	i	i	i	i	i	i	i	i
Cc1cc(SCC(=O)NCCN2C(=O)CSC2=O)nc2c(C)cccc12	i	i	i	i	i	i	i	i	i	i	i
CCOCCn1ccc2c(OCC(=O)NCc3ccccc3)cccc2c1=O	i	i	i	i	i	i	i	i	i	i	i
C/C(CC(=O)NCCCN1CCOCC1)=N\NC(=O)COc1ccc(C)cc1	i	i	i	i	i	i	i	i	i	i	i
C/C(=N\NC(=O)c1ccc(Cl)cc1)c1cccs1	.	i	.	i	i	i	.	i	i	.	i
O=C(NCc1ccccc1)C1CCCN(C(=O)NCc2ccccc2)C1 (stereo not given)	i	i	i	i	i	i	i	i	i	i	i
c1coc(CN2CNc3nc4ccccc4n3C2)c1	i	i	i	i	i	i	i	i	i	i	i
CC(=O)C1CCC2C3CCC4=CC(=O)CC[C@]4(C)[C@@]3(F)C(O)C[C@]12C (stereo not given in full)	i	i	i	i	i	i	i	i	i	i	i
COc1ccc(OCC(O)CNCCOc2ccccc2OC)c(C(C)(C)C)c1 (stereo not given)	i	i	i	i	i	i	i	i	i	i	i
CC(=O)Nc1ccc([N+](=O)[O-])c(CS(=O)(=O)c2ccc(C)cc2)c1[N+](=O)[O-]	i	i	i	i	i	i	i	i	i	i	i
O=S(=O)(NCc1csc(-c2cccs2)n1)c1cccc(C(F)(F)F)c1	i	i	i	i	i	i	i	i	i	i	i
O=C(Cc1cccc(Cl)c1)Nc1ccc(Br)cc1	i	i	i	i	i	i	i	i	i	i	i
CCS(=O)(=O)N1CCC(c2nc(-c3ccc(C(F)(F)F)cc3)no2)CC1	i	i	i	i	i	.	i	i	i	i	i
Cc1cc(C)n(CCNc2nc3nonc3nc2N2CCCCC2)n1	i	i	i	i	i	i	i	i	i	i	i
Cc1cc(C(=O)N2CCCC2)n[nH]1	.	i	.	i	i	i	.	i	i	.	i
COc1ccc(C(=O)c2sc(Nc3ccccc3F)nc2N)cc1	i	i	i	i	i	i	i	i	i	i	i
CN1CCC(N(C)C(=S)NC(=O)C23CC4CC(CC(C4)C2)C3)CC1	i	i	i	i	i	i	i	i	i	i	i
CCOC(=O)c1sc(NC(=O)CSc2ncccn2)c(C#N)c1C	.	i	.	i	i	i	.	i	i	.	i
CCOC(=O)c1c(-c2ccccc2)oc2cc(Br)c(O)c(C=O)c12	i	i	i	i	i	i	i	i	i	i	i
C/C(=N\NC(=O)c1nnn(-c2nonc2N)c1-c1cccs1)c1cccc(O)c1	i	i	i	i	i	i	i	i	i	i	i
COc1ccc(C2=Nc3ccc(Br)cc3C(c3ccccc3)N2CC(=O)NN)cc1 (stereo not given)	i	i	i	i	i	i	i	i	i	i	i
CCc1ccc(O)c(-c2cc(C(=O)Nc3cccnc3)[nH]n2)c1	i	i	i	i	i	i	i	i	i	i	i
CC1(c2ccccc2Cl)NC(=O)N(CC(=O)Nc2ccccc2OC(F)F)C1=O (stereo not given)	i	i	i	i	i	i	i	i	i	i	i
Cc1nnc(NC(=O)c2ccc3ccccc3c2)s1	i	i	i	i	i	i	i	i	i	i	i
COc1ccc(OC)c(NC(=O)CSc2nnc(C3CCCCC3)o2)c1	i	i	i	i	i	i	i	i	i	i	i
[O-][n+]1onc2c1CCc1c-2nn(-c2ccccc2Cl)[n+]1[O-]	i	i	i	i	i	i	i	i	i	i	i
COc1cccc(/C(O)=C/c2nc3ccc(C(=O)NCCc4cccc(C)c4)cc3[nH]c2=O)c1	i	i	i	i	i	i	i	i	i	i	i
Cc1cc(O)c(C(C)C)cc1C1(c2cc(C(C)C)c(O)cc2C)OC(=O)c2ccccc21	i	i	i	i	i	i	i	i	i	i	i
COCCNc1nc2nonc2nc1NC(C)c1ccccc1Cl (stereo not given)	i	i	i	i	i	i	i	i	i	i	i
CN(C(=O)C1CCCO1)c1nnc(-c2ccncc2)s1 (stereo not given)	i	i	i	i	i	i	i	i	i	i	i
CSc1cccc(NC(=O)CCS(=O)(=O)c2cccc3nonc23)c1	i	i	i	i	i	i	i	i	i	i	i
COC(=O)c1cc(NC(=O)c2ccc(-c3ccccc3)cc2)ccc1Cl	i	i	-8.1*	i	i	i	i	i	i	i	i
COc1ccc2[nH]c3c(c2c1)CCn1c-3nc2ccccc2c1=O	i	.	i	.	.	.	i	.	.	i	i
CCCCN=CC1=C(O)C(C(=O)OC)C(C)(C)CC1=O (stereo not given)	i	i	i	i	i	i	i	i	i	i	i
COc1ccc(-c2nnc(SCC(=O)c3cccs3)o2)c(OC)c1	i	i	i	i	i	i	i	i	i	i	i
CC(=O)c1cc(NC(=O)c2cccc(C(F)(F)F)c2)c(=O)oc1C	i	i	i	i	i	i	i	i	i	i	i
COc1ccc(C2=NOC(CN3C(=O)c4ccccc4S3(=O)=O)C2)cc1 (stereo not given)	i	i	i	i	i	i	i	i	i	i	i
Cc1ccc2oc(C(=O)N3CCC(O)(c4cccc(C(F)(F)F)c4)CC3)c(C)c2c1	i	i	i	i	i	i	i	i	i	i	i
CCC(=O)Nc1nc2ccccc2n1CCN(CC)CC	i	i	i	11*	i	i	i	i	i	i	i
O=C(Cc1cccs1)Nc1ccc(-c2nnc(-c3ccccc3)o2)cc1	i	i	i	i	i	i	i	i	i	i	i
O=C(c1ccco1)N1CCN(Cc2cccc([N+](=O)[O-])c2)CC1	i	i	i	i	i	i	i	i	i	i	i
CC1CC(C)CN(C(=O)Nc2ccccc2F)C1 (stereo not given)	i	i	i	i	i	i	i	i	i	i	i
O=C(Nc1ccc(O)cc1)c1ccc(NC(=O)c2ccco2)cc1	i	i	i	i	i	i	i	i	i	i	i
Cc1occc1C(=O)NCc1ccco1	i	i	i	i	i	i	i	i	i	i	i
CC(=O)Oc1c(I)cc(I)cc1C(=O)Nc1ccc(Cl)cc1	i	i	i	i	i	i	100*	i	i	i	i
COc1ccccc1C(=O)Nc1ccc(CN2CCCCC2)cc1	i	i	i	i	i	i	i	i	i	i	i
COC(=O)c1cc(NS(=O)(=O)c2ccc(N3CCC(C)CC3)c([N+](=O)[O-])c2)cc(C(=O)OC)c1	i	i	i	i	i	i	i	i	i	i	i
COc1ccccc1C(=O)N(NC(=O)Oc1ccccc1)C(C)(C)C	i	i	i	i	i	i	i	i	i	i	i
COc1ccc(NC(=S)N2CCC(N(C)CC3CCCO3)CC2)cc1 (stereo not given)	i	i	i	i	i	i	i	i	i	i	i
Cc1noc(C)c1N=Nc1ccccc1C(=O)O	i	i	i	i	i	i	i	i	i	i	i
CCCS(=O)(=O)c1c(S(=O)(=O)CCC)c2cnccn2c1C(=O)c1ccc(Cl)cc1	i	i	i	12*	i	i	i	i	i	i	i
O=C1NC(=Nc2cccc([N+](=O)[O-])c2)SC1(CO)CO	i	i	i	i	i	i	i	i	i	i	i
COc1cc2ccccc2cc1C(=O)N1CCN(C)CC1	i	i	i	i	i	i	i	i	i	i	i
Cc1cc(C)c(NC(=O)C2CCCN2CCOC(=O)c2cccc([N+](=O)[O-])c2)c(C)c1 (stereo not given)	i	i	i	i	i	i	i	i	i	i	i

# Remaining list, next part.
canonical_smiles	MrgX1 ag	TRPC6 act	MrgX1 antagonist	TRPC4 potent	RGS4 inh	TRPC4 inh	TMEM16A inh	TRPC6 inhibitor	TRPC4 act	MrgX1 allo act	ANO1 activ
COc1ccc(N/C=C\C(=O)c2ccc(Br)cc2)cc1OC	i	i	i	i	i	i	i	i	i	i	i
COc1cc(C(=O)Nc2ccc3c(c2)ncn3C(C)(C)C)cc(OC)c1OC	i	i	i	i	i	i	i	i	i	i	i
CC(C)C(=O)N=c1sc2cccc(F)c2n1C	i	i	i	i	i	i	i	i	i	i	i
CCCOC1OC(=O)c2c1ccc(OC)c2OC (stereo not given)	i	i	i	i	i	i	i	i	i	i	i
CC(=O)Nc1ccc(C(=O)CSc2ncn(-c3ccccc3)n2)cc1	i	i	i	i	i	i	i	i	i	i	i
Cc1cc(OCC(=O)N2CCOCC2)c(C(C)C)cc1Cl	i	i	i	i	i	i	i	i	i	i	i
COc1cccc(Cn2cccc(NC(=O)NCc3ccccc3)c2=O)c1	i	i	i	i	i	i	i	i	i	i	i
Cc1ccc(-c2n[nH]c3c2CCC3)cc1	i	i	i	i	i	i	i	i	i	i	i
COc1ccc(C2C(C(=O)NCC3CCCO3)c3cc(OC)c(OC)cc3C(=O)N2C)cc1OC (stereo not given)	i	i	i	i	i	i	i	i	i	i	i

# Screening data: PubChem BioAssay, Johns Hopkins Ion Channel Center
